Compound activity deposited in PubChem BioAssay by Johns Hopkins Ion Channel Center.
CHT inh – inhibits the human high affinity choline transporter. Q9GZV3. CHT-expressing cells, membrane potential dye, choline response; active compounds read low. B-score at 10 µM. 310,000 compounds, 0.86% hits;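 active = B-score over 3 SD under the library average, and starting fluorescence ratio not unusually high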;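 also: choline stimulus applied at its EC90 after an EC20 pre-addition; B-score computed on integrated fluorescence ratio after choline addition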
Target sequence (Q9GZV3 whole entry, looked up): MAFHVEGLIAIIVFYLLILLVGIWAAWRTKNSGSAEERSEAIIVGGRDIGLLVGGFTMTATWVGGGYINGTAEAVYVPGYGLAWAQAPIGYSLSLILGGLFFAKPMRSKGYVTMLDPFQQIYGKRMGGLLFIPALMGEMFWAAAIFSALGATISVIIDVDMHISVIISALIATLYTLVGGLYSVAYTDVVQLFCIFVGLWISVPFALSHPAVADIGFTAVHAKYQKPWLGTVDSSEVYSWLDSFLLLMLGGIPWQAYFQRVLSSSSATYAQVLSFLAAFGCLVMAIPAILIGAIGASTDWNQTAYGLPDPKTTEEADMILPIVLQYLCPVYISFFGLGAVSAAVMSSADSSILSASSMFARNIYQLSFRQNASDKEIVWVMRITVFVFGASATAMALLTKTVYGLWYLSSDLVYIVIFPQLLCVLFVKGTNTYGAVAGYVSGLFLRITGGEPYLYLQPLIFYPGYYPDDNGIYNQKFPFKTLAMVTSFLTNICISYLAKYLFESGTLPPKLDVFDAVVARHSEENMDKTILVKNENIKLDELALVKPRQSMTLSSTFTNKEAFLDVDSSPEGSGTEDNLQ
Kir21 inh – blocks the mouse Kir2.1 inward-rectifier potassium channel | P35561 | 310,000 compounds, 0.85% hits | B-score at 10 µM | HEK293-Kir2.1, FluxOR thallium flux fluorescence; active compounds read low | AID 1672;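 active = fluorescence ratio B-score at or below minus 3 SD of library scores, with starting-brightness B-score within 2 SD, cut at about -4.2 in these data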;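 also: channel flux triggered by added potassium and thallium sulfate stimulus; B-score of peak minus minimum fluorescence over baseline after thallium stimulus; more negative B-score means stronger Kir2.1 block with less thallium influx; some compounds called inactive have numbers as strong as hits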
Target sequence (P35561 whole entry, looked up): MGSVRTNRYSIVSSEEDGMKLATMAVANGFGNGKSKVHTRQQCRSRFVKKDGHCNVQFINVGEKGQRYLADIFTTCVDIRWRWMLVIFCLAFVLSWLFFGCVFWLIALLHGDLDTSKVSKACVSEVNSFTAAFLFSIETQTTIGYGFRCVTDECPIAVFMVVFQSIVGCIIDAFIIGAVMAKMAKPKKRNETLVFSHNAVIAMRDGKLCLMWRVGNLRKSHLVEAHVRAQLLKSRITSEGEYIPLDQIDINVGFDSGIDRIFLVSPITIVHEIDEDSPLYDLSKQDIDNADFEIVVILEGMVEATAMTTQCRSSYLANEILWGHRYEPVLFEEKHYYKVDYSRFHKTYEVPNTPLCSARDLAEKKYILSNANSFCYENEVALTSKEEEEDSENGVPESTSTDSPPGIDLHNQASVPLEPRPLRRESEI
Numbers without * were called inactive; i = inactive; . = not tested or not shown.

Structure	CHT inh	Kir21 inh
COc1ccc(N2CC(C)Cn3c2nc2c3c(=O)[nH]c(=O)n2C)cc1 (stereo unspecified)	i	-1.1
O=C(c1ccc(NC(=S)NCc2ccco2)cc1)N1CCCCC1	i	-0.76
Cc1c([C@@H]2C[C@H]3CN(Cc4cccc(Cl)c4)C(=O)[C@]34CCCN24)cnn1C	i	-1.1
CC(=O)Nc1ccc(N2CCN(Cc3ccccc3F)CC2)cc1	i	-0.58
Cc1nc2c(o1)CCc1ccccc1C2O (stereo unspecified)	i	1
Cc1ccnc(NC2(C(F)(F)F)N=C3SCCN3C2=O)c1 (stereo unspecified)	i	0.54
CC/C(Cc1ccccc1)=N/NC(=O)CCn1nnc2ccccc21	i	-3.3
Cc1nc2ccc(C(=O)N/N=C/c3cc([N+](=O)[O-])ccc3O)cc2[nH]1	i	-0.02
Cc1ccc(-n2nc3c(=O)n(CCCC(=O)NCc4cccc(F)c4)nc(C)c3c2C)cc1	i	-0.05
CCc1cc(=O)oc2c(C)c(OC(C)C(=O)NCC3CCC(C(=O)O)CC3)ccc12 (stereo unspecified)	i	1.2
Cc1cc(C2C(C#N)=C(N)OC3=C2C(=O)CCC3)c(C)s1 (stereo unspecified)	i	-1.3
CC(C)(C)OC(=O)N1CCC[C@H]1c1nnc(SCc2cccc(Cl)c2)o1	i	-8.6*
COc1ccc(-c2ccc(CCC(=O)O)n2Cc2ccco2)cc1	i	0.19
Cc1ccc(OCC(=O)NNC(=O)c2ccco2)c(C)c1	i	-1.3
CN(C)C(=O)CSc1n[nH]c(=O)[nH]c1=O	i	-1.2
CCN(CC)Cc1c(O)ccc2c(=O)c(-c3ccccc3OC)coc12	i	-0.33
Clc1ccccc1Nc1ncnc2c1nnn2Cc1ccccc1	i	-0.26
CCOC(=O)C(C)Oc1cccc2c(=O)n(CC(=O)Nc3ccc(OCC)cc3)ccc12 (stereo unspecified)	i	-0.01
O=C(/C=C/c1ccc(OCCCF)cc1)NCc1ccc(Cl)c(Cl)c1	i	0.01
Cc1cccc(N(C(=O)c2csnn2)C(C(=O)NCc2ccccc2)c2ccc(C)o2)c1 (stereo unspecified)	i	-0.76
CC(C)C(NC(=O)c1ccc(Cl)cc1)C(=O)NC1=NCCS1 (stereo unspecified)	i	1.4
COc1ccc(-n2c(=S)[nH]c3cc(C(=O)N4CCN(c5ccccc5)CC4)ccc3c2=O)c(OC)c1	i	1.9
COc1ccc(C(CC(=O)c2ccc(O)cc2)S(=O)(=O)c2ccc(C)cc2)cc1 (stereo unspecified)	i	0.85
Cc1cccc(Oc2nc3ccccn3c(=O)c2/C=C(\C#N)C(=O)NC2CCS(=O)(=O)C2)c1 (stereo unspecified)	i	-0.38
COc1ccc2cc3c(N)nn(C(=O)c4ccc(Cl)c([N+](=O)[O-])c4)c3nc2c1	i	-0.01
COC(=O)c1c(C)nsc1NC(=O)Oc1ccccc1	i	1.3
N#Cc1c(N2CCOCC2)nc(-c2ccco2)c2c1CCCC2	i	1.3
CC(C)=CCN1CCN(Cc2cccc3nccnc23)CC1CCO (stereo unspecified)	i	-0.06
CCOc1ccc(C2C(C#N)=C(N)Oc3nc[nH]c(=O)c32)cc1 (stereo unspecified)	i	-0.95
CCN(CC)C(=O)Cn1cc(C(=O)C(=O)N2CCN(c3ccccc3)CC2)c2ccccc21	i	0.13
Cc1sc2ncn(CCC(=O)O)c(=O)c2c1C	i	1.2
COC(=O)c1c(NC(=O)/C=C/c2ccco2)sc2c1CCC2	i	-0.12
CCc1ccccc1NC(=O)NC1CCCCC1	i	0.41
Cc1ccc2nc(NC(=O)c3ccc4ncsc4c3)sc2c1	i	-0.82
CC(C)c1ccc(C(=O)N2CCN(c3cnn(C)c(=O)c3Cl)CC2)cc1	i	1.6
COc1ccc(C(=O)NCCc2c[nH]c3ccccc23)cc1	i	0.11
Cc1ccc(NNC(=O)Nc2ccc(Cl)cc2)nn1	i	-1.3
O=S(=O)(NCc1c(Cl)cccc1Oc1ccccc1)c1ccc(F)cc1	i	-0.48
Cc1ccc(-c2cc(C(=O)N/N=C/c3ccco3)n[nH]2)s1	i	-1.5
COc1cccc(CN2CCN(Cc3cccc4c3OCO4)CC2CCO)c1 (stereo unspecified)	i	-0.98
CCn1c(CCn2ccnc2C)n[nH]c1=S	i	0.06
CC1(C)CC(NC(=O)Cc2ccccc2[N+](=O)[O-])CC(C)(C)N1	i	-2.1
CC(=O)O[C@]1(C(C)=O)CC[C@H]2[C@@H]3C[C@H](C)C4=CC(=O)CC[C@]4(C)[C@H]3CC[C@@]21C	i	-0.76
COc1ccccc1NC(=O)Nc1ccnn1C1CCN(C(=O)c2cscn2)CC1	i	-0.43
COc1ccc(S(=O)(=O)N(C)CC(=O)NCc2ccco2)cc1OC	i	-0.34
CC(C)c1ccc(N2C(=NC(=O)C3CCCO3)SC3CS(=O)(=O)CC32)cc1 (stereo unspecified)	i	0.04
O=C(Cc1ccc(F)cc1)OCN1C(=O)c2ccccc2C1=O	i	1.6
O=C(CCNS(=O)(=O)c1ccc(Br)cc1)NCc1ccc2c(c1)OCO2	i	0.58
CC1CCCN(S(=O)(=O)c2ccc(C(=O)Nc3nnc(-c4ccccn4)o3)cc2)C1 (stereo unspecified)	i	-1.1
CCCCn1c(=O)[nH]c(=O)c2c1nc(-c1ccc(-c3ccccc3Br)o1)n2CCOC	i	0.12
Cc1cc(C)n(/N=C/c2cc([N+](=O)[O-])ccc2O)c(=O)c1	i	0.42
CC/C(=N\NC(=O)c1ccc(N(C)C)cc1)c1ccccc1	i	1.3
Cc1ccc(C(=O)Nc2cccnc2)cc1[N+](=O)[O-]	i	1.5
O=C(NCc1ccco1)c1ccc(-c2ccccc2Cl)o1	i	-0.85
Cc1ccc(Nc2cc(C)nc3ncnn23)c(C)c1	i	-1.2
CC(C)=C1C2C=CC1C1C(=O)N(c3ccc4c(c3)OCO4)C(=O)C21 (stereo unspecified)	i	-1.4
COC(=O)C1=C(C)N(C)C(=S)NC1c1ccc(Cl)cc1 (stereo unspecified)	i	-0.39
CC1(C)CC2CC(C)(CN2Cc2cccc([N+](=O)[O-])c2)C1 (stereo unspecified)	i	1.1
Cc1cc(-c2nnc(SCC(=O)N3C(C)CCCC3C)o2)no1 (stereo unspecified)	i	-1.2
Cn1nc(C(F)(F)F)c2cc(C(=O)Nc3ccc(F)cc3)sc21	i	-0.29

An excerpt from above in order of molar mass, rising.
Structure	CHT inh	Kir21 inh
CC1(C)CC2CC(C)(CN2Cc2cccc([N+](=O)[O-])c2)C1 (stereo unspecified)	i	1.1
CC/C(=N\NC(=O)c1ccc(N(C)C)cc1)c1ccccc1	i	1.3
O=C(Cc1ccc(F)cc1)OCN1C(=O)c2ccccc2C1=O	i	1.6
CC1CCCN(S(=O)(=O)c2ccc(C(=O)Nc3nnc(-c4ccccn4)o3)cc2)C1 (stereo unspecified)	i	-1.1
CCCCn1c(=O)[nH]c(=O)c2c1nc(-c1ccc(-c3ccccc3Br)o1)n2CCOC	i	0.12

Next part.
Structure	CHT inh	Kir21 inh
CC(C)CNC(=O)NC(=O)COC(=O)c1cccc(NS(=O)(=O)c2ccc(F)c(F)c2)c1	i	-0.71
CCCCOP(=O)(OCCCC)C1(NS(=O)(=O)c2ccccc2)C=CC(=O)c2ccccc21 (stereo unspecified)	i	-0.75
c1ccc(N2CCOCC2)c(Nc2nc3ccccc3n3cnnc23)c1	i	-1.5
CC(OC(=O)CCOc1ccccc1)C(=O)Nc1ccc(Cl)cn1 (stereo unspecified)	i	0.15
CC(C)(CO)NCc1ccc(Br)cc1	i	0.83
O=C(CN1C(=O)CCC1=O)c1ccc(-c2ccccc2)cc1	i	0.67
N=c1sccn1CC(=O)Nc1ccc(S(=O)(=O)N2CCOCC2)cc1	i	0.64
CN(CC(=O)Nc1ccc(F)c(F)c1F)C(=O)C1CCC1	i	0.5
C#CCOCCOCCOCCNc1nc(N2CCOCC2)nc(N2CCN(C(=O)CCCCCCCCCCNC(=O)Cn3cc(CCCCCN)nn3)CC2)n1	i	.
CC1=CC(C)(C)Nc2ccc(OC(=O)c3cccnc3)cc21	i	0.28
CC(=O)Nc1ccc(N(C(=O)c2ccco2)C(C(=O)NC2CCCC2)c2cccs2)cc1 (stereo unspecified)	i	-0.66
N#C/C(=C\c1cn(CC(=O)N2CCCC2)c2ccccc12)C(=O)NCc1ccc2c(c1)OCO2	i	-0.01
Cc1ccc(OCc2nnc(SCC(=O)c3ccccc3)n2-c2ccccc2)cc1	i	0.28
CCNS(=O)(=O)c1ccc(CCC(=O)N2CCN(c3ccc(OC)cc3)CC2)cc1	i	0.98
O=C(NCc1ccc2c(c1)OCO2)C1CC(c2cccc(Br)c2)=NO1 (stereo unspecified)	i	0.84
COc1cc(C(N)=O)cc(Br)c1OC	i	-1.2
O=C(CN(Cc1ccc(Cl)cc1)S(=O)(=O)c1ccccc1)NCC1CCCO1 (stereo unspecified)	i	-1.3
CS(=O)(=O)N(CC(=O)NCc1ccc2c(c1)OCO2)c1cccc(Cl)c1	i	-2.8
COc1ccc(OC)c(NC(=O)C2COc3ccccc3O2)c1 (stereo unspecified)	i	0.07
Cc1nn(-c2ccccc2)c(C)c1C(=O)NCCc1ccccc1	i	-0.01
Cn1c(Cn2c(=O)sc3ccccc32)nnc1SCC(=O)Nc1ccccc1	i	0.81
O=C(O)C1(c2ccccc2)CCN(S(=O)(=O)c2ccc(Br)cc2)CC1	i	0
COCC(=O)N1CCC(Oc2ccc(C(=O)NCc3cc(C)no3)cc2)CC1	i	-0.18
C=CCSc1n[nH]c(-c2ccc(OCCCC)cc2)n1	i	1.6
CCOc1ccc(C(=O)C(CCC(CN(C)C)C(=O)c2ccc(OCC)cc2)CN(C)C)cc1 (stereo unspecified)	.	-0.67
CCOc1ccc(-c2nn(-c3ccccc3)cc2/C=C2\SC(=S)N(Cc3ccco3)C2=O)cc1	i	-2.2
C/C(=N\NC(N)=S)c1ccc(Cl)s1	i	0.21
Cc1noc(C)c1CSc1nnc2scc(-c3ccc(Cl)cc3)n12	i	-4.4*
O=C(Oc1cccnc1)c1ccc([N+](=O)[O-])cc1Cl	i	-1.6
COc1cc(C)c(/C=C(\C#N)C(=O)Nc2cccc(C)c2)cc1C(C)C	i	-1.2
COc1ccc2c(c1OC)C(=O)N1c3ccccc3SC21 (stereo unspecified)	i	0.38
CCC(C)(C)NC(=O)C(c1ccc(C)cc1)N(Cc1cccs1)C(=O)c1ccc2c(c1)OCCO2 (stereo unspecified)	i	-0.51
O=C(COc1ccc(Cl)cc1Cl)NCCSc1ccc(Cl)cc1	i	-0.65
CCN(CC(=O)NCc1cccs1)S(=O)(=O)c1ccc(C(C)C)cc1	-5*	-1.3
COc1cccc2cc(C(=O)C3=C(O)C(=O)N(CCN4CCOCC4)C3c3cccs3)oc12 (stereo unspecified)	i	0.31
Cc1c(Cl)ccc(S(=O)(=O)NCCN2CCOCC2)c1Cl	i	-0.23
COc1cccc(C(C(=O)Nc2ccc(F)cc2)N(C(=O)Cn2nnc3ccccc32)C2CC2)c1 (stereo unspecified)	i	-0.73
N#CC(C(=O)NC1CCCCC1)=C1CCCCCC1	i	-1.3
O=C(NCC1COCCO1)c1ccc(OC2CCN(CCc3ccccc3)CC2)cc1 (stereo unspecified)	.	-1.5
CSc1cccc(NS(=O)(=O)c2ccc3c(c2)NC(=O)C(C)C(=O)N3)c1 (stereo unspecified)	i	-1.1
CCCCc1nc(NCCNC(=O)c2ccccc2)c(C#N)c2c1CSC(C)(C)C2	i	-0.06
COc1ccc(C(=O)N/C(=C/c2cccnc2)C(=O)Nc2cccc(C(C)=O)c2)cc1OC	i	0
Cc1cc(NC(=O)CSc2nnc(-c3cccnc3)n2C2CCCCC2C)no1 (stereo unspecified)	i	0.26
O=C(Nc1cccc(-c2cccc(F)c2)c1)C1CCN(C2CCOCC2)CC1	i	-0.52
Cc1cccc(N2CC(C(=O)Nc3nnc(SCc4ccccn4)s3)CC2=O)c1 (stereo unspecified)	i	-0.9
CSCc1cc(N(C)c2ccccc2)nc(-c2ccccn2)n1	i	0.53
COc1ccc(-c2nnc(N(C)C(=O)c3ccco3)s2)cc1OC	i	-1.9
O=C(CCC(=O)N1CCOc2ccccc21)NCCN1CCOCC1	i	-1.4
CCOP(=O)(c1ccccc1)C(O)c1ccccc1 (stereo unspecified)	i	0.39
CCCOc1ccc(-c2nc(N)n[nH]2)cc1	i	0.53
CC(=O)Nc1ccc(/C=C(\C#N)C(=O)NC2CCCCC2C)cc1 (stereo unspecified)	i	-0.49
CCOC(=O)C1=C(C)NC(=O)NC1c1ccc(OCC(=O)OC)c(OC)c1 (stereo unspecified)	i	1.2
COCCCN1C(=O)C2C(C(=O)Nc3cccc(Cl)c3)C3C=CC2(O3)C1C(=O)NC1CCCCC1 (stereo unspecified)	i	-0.4
COc1cc2c(=O)n(CC3CCCO3)c(=O)n(CC(=O)Nc3cccc(Cl)c3)c2cc1OC (stereo unspecified)	i	0.07

Record cards (already shown).
Shown for Cc1cccc(N2CC(C(=O)Nc3nnc(SCc4ccccn4)s3)CC2=O)c1 (stereo unspecified) : CHT inh = i; Kir21 inh = -0.9
Shown for COc1ccc(-c2nnc(N(C)C(=O)c3ccco3)s2)cc1OC : CHT inh = i; Kir21 inh = -1.9

Random draw from the library; 1.6% or so of the library scored in one or more.
